Compound activity: PubChem, several laboratories
dFosB activator – enhances mouse delta FosB homodimer DNA binding | P13346 | purified delta FosB, TAMRA-CDK5 oligo fluorescence polarization; percent of positive-control signal above neutral wells | AID 493131 | 340,000 tested, 0.99% active | activation, % at 25 µM;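 active = mean activation above about 17%, with every replicate also reaching it, limit read from the data, passing the limit was not always enough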;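 note: fluorescence polarization rise as delta FosB binds a TAMRA Cdk5 AP-1 oligo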
CDK5 p35 inh – blocks human CDK5/p35 kinase activity | 330,000 tested, 0.01% active | Q00535+Q15078 | Recombinant CDK5/p35, ADP-Glo luminescence, 60 min | inhibition, % at 10 µM;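 active = highest replicate inhibition of at least 50% and at least 75% of replicates reaching 50%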;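 note: plate controls were DMSO neutral control for no effect and GW8510 at 10 µM for full effect; many of its hits are not listed in these tables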
SR-BI uptake up – enhances SR-BI lipid uptake from DiI-HDL; activation, % at 12.5 µM; CHO ldlA[mSR-BI] cells, DiI-HDL uptake fluorescence, 3 h; 100 = double the neutral-control signal; 320,000 tested, 0.096% active;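 active = mean replicate activation of at least 60% and every replicate at or above 60%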;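 note: 0% = median plate neutral-control signal and 100% = twice that signal; values of inactives mirror those of a sister screen read the other way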
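System: CHO ldlA[mSR-BI] cells / Medium: HEPES-buffered (25 mM, pH 7.4) F12 plus 0.5% BSA / Probe or stimulus: labelled HDL, 10 µg/mL / Doses: single compound concentration, delivered by pin transfer / Schedule: 3 h, 37 °C / Measured by: DiI fluorescence, bottom read / Measure: cell-associated DiI fluorescence as measure of HDL uptake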
Pemphigus Ab inh – blocks pemphigus antibody binding to human desmoglein-3. binding (percent of control), % at 10 µM. DSG3-coupled beads, scFv-anti-DSG3-GFP binding, flow cytometry; stronger effect = lower value. 310,000 tested, 0.48% active. AID 588358. P32926;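 active = binding more than 3 SD below its plate's average and above zero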;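 note: hits lower antibody fragment binding to DSG3; some compounds called inactive have numbers as strong as hits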
PKA-R1A activ – PKA-R1A complex activation | 340,000 tested, 0.083% active | PKA-R1A dissociation, Cy5-IP20 fluorescence polarization; scaled: DMSO 0%, 113 µM cGMP 100% | activation, % at 11.4 µM | P00514+P68181 | AID 504707;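 active = percent activation above the mean of all tested compounds plus 3 SD, cut at about 19% in these data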;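 note: higher means more PKAc released from R1A so a rise in polarization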
MITF act – activators of MITF-driven TRPM1 promoter activity in SK-MEL-5 cells | SK-MEL-5 TRPM1-promoter luciferase, 24 h; % of positive control, neutral wells = 0 | activation, % at 12.5 µM | 300,000 tested, 0.75% active | AID 588334;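 active = mean activation of at least 80% with every replicate also reaching 80%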;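 note: 0% = neutral control wells and 100% = parthenolide positive control wells; values of inactives mirror those of a sister screen read the other way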
Mot1-301 SUMO – SUMOylation pathway inhibition by Mot1-301 growth rescue; S. cerevisiae Mot1-301 growth rescue, ATP luminescence, 38.5C; percent above DMSO median, 100 means doubled; growth rescue, % at 18.8 µM; AID 2716; 320,000 tested, 1% active;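 active = every valid replicate shows activation above 250% relative to neutral control wells; inactive = the rest, any valid replicate at or below 250%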;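 note: OY570 slx delta 5 strain wells were the positive control but not used for scaling; some compounds called inactive have numbers as strong as hits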
SR-BI DiI inh – mouse SR-BI HDL lipid transfer inhibition | Q61009 | inhibition, % at 12.5 µM | 320,000 tested, 0.96% active | ldlA[mSR-BI] CHO cells, DiI-HDL uptake fluorescence, 3 h;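 active = mean replicate inhibition of at least 70% and a set share of replicates each scoring 70 or more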;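 note: 0% = median of neutral control wells and 100% = median of positive control wells; values of inactives mirror those of a sister screen read the other way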
Target sequence (Q61009 whole entry, looked up): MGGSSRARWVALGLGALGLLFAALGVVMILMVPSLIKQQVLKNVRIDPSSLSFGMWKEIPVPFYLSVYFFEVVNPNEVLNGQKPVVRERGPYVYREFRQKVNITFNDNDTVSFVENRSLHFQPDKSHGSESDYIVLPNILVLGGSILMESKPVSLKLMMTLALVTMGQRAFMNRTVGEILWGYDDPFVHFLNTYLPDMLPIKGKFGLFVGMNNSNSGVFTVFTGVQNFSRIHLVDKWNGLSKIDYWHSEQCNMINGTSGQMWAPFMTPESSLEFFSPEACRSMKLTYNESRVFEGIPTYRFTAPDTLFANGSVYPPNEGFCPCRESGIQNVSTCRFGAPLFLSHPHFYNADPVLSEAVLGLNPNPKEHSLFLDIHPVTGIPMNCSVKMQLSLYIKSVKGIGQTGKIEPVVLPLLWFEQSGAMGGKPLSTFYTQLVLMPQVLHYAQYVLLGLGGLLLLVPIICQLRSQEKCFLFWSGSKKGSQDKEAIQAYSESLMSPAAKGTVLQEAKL
NSD2 inh – inhibitors of human histone methyltransferase NSD2; NSD2 peptide methylation, AlphaScreen, 120 min; inhibition, % at 12.5 µM; 310,000 tested, 0.54% active; AID 743445; in the data active = inhibition above about 50%
PKA-R2B act – activates the human PKA-R2B holoenzyme complex | PKA-R2B holoenzyme dissociation, Cy5-IP20 fluorescence polarization; R2B truncated from residue 108, S112A mutant; 0% DMSO only, 100% 113 µM cGMP | activation, % at 11.4 µM | 340,000 tested, 0.079% active;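 active = activation above a cutoff set at the mean over all compounds plus 3 SD, cut at about 18% in these data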;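 note: higher means more holoenzyme dissociation and a rise in polarization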
Target sequence (P31323 whole entry, looked up, other chains not shown, the tested form may be a part): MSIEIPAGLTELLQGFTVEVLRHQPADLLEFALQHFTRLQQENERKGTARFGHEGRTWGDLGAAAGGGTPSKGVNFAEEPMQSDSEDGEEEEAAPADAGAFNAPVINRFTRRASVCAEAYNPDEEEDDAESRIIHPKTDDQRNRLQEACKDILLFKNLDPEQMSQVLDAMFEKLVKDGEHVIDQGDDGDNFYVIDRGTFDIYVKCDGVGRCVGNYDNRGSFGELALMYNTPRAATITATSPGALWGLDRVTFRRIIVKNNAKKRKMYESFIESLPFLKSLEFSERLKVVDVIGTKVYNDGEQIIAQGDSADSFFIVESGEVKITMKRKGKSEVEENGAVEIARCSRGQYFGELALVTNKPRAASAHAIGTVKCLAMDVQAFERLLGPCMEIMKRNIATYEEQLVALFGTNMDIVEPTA
Arr AP2 block – blocks beta-arrestin peptide binding to AP2 adaptin. inhibition, % at 10 µM. 340,000 tested, 0.31% active. FITC-arrestin peptide / GST-AP2 beads, flow cytometry; AP2 beta2 appendage carries R879A mutation;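 active = inhibition above a set limit, near 3 SD of compounds lacking own fluorescence, cut at about 54% in these data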;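 note: plate controls were DMSO wells for no effect and 5 µM unlabelled arrestin peptide for full effect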
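Test system: GST-tagged AP2 beta2-adaptin appendage (R879A) on 4 µm glutathione beads; also added: fluorescein-tagged arrestin peptide at 50 nM final; timing: 12 min plus 1 h, RT; signal: flow cytometry, FL1 (488/535 nm); read-out: percent drop in bead-associated FITC signal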
Active calls of the source: *; . = not tested or not shown.

# | canonical_smiles | SR-BI uptake up | PKA-R2B act | PKA-R1A activ | MITF act | dFosB activator | Mot1-301 SUMO | Pemphigus Ab inh | NSD2 inh | CDK5 p35 inh | Arr AP2 block | SR-BI DiI inh
1 | COc1ccc2nc(NC(=O)CSC(C)C(=O)Nc3cc(C)on3)sc2c1 (configuration not stated) | 10 | 4 | -4 | 11 | -7 | 103 | 109 | 1 | -0.3 | 46 | -10
2 | COc1ccc(/C(N)=N/OC(=O)Cc2ccc(C)cc2)cc1 | 0 | -6 | -5 | 7 | -7 | -10 | 92 | -3 | -0.7 | 1 | 0
3 | Cc1cc(C)nc(SCC(=O)Nc2ccc(S(=O)(=O)Nc3ncccn3)cc2)n1 | 1 | 6 | 6 | -2 | -9 | 3 | 107 | -5 | -7.5 | -50 | -1
4 | O=C(NCc1ccc(-c2csnn2)cc1)c1cccs1 | 2 | 3 | -5 | -1 | 4 | -6 | . | 0 | -5.6 | -1 | -2
5 | COc1ccc(N2CCN(C3CCCN(Cc4ccccc4OCCO)C3)CC2)cc1 (configuration not stated) | 17 | -3 | 7 | . | -8 | 245 | 117 | 5 | 1.0 | 0 | -17
6 | O=C(CCSCCC(=O)NCC1CCCO1)NCC1CCCO1 (configuration not stated) | -8 | 20* | -2 | -1 | 5 | 21 | 100 | 0 | 1.5 | -17 | 8
7 | COc1cc(/C=N/NC(=O)COc2ccccc2[N+](=O)[O-])ccc1OC(=O)c1ccco1 | -19 | -8 | -2 | 16 | -5 | 6 | 92 | 0 | . | -6 | 19
8 | O=C(CSc1nc(Nc2ccccc2)nc(N2CCOCC2)n1)Nc1ccccc1Cl | -26 | -7 | -1 | 41 | -2 | -4 | 105 | -1 | 2.2 | 8 | 26
9 | Cc1cc(=O)oc2ccc(OCC(=O)N(Cc3ccc(F)cc3)Cc3ccco3)cc12 | -38 | -11 | -5 | -3 | -7 | 0 | 98 | -2 | -1.1 | 1 | 38
10 | CCOC(=O)C1C2C=CC3(CN(c4cccc(Cl)c4)C(=O)C13)O2 (configuration not stated) | 15 | 6 | 0 | . | -6 | 4 | 110 | . | 0.3 | 5 | -15
11 | CCN(CC)C(=O)[C@H]1CC(CC(=O)NC/C=C(\C)CCC=C(C)C)C(=O)N2CCc3c([nH]c4ccc(OC)cc34)[C@]12C (some centres not stated) | -61 | 1 | 3 | -10 | -20 | . | 88 | . | -0.7 | 34 | 61
12 | CCOc1ncnc2c1[nH]c1ccccc12 | 17 | -5 | 10 | 13 | -18 | 3 | 114 | -6 | 0.8 | -6 | 6

Additional entries follow:
# | canonical_smiles | SR-BI uptake up | PKA-R2B act | PKA-R1A activ | MITF act | dFosB activator | Mot1-301 SUMO | Pemphigus Ab inh | NSD2 inh | CDK5 p35 inh | Arr AP2 block | SR-BI DiI inh
13 | CN=C1SC(CC(=O)Nc2ccc(C(=O)O)cc2)C(=O)N1C (configuration not stated) | 8 | 8 | 2 | -14 | -4 | -1 | 122 | 1 | -0.5 | -3 | -8
14 | c1ccc(CN2CCC(N3CCN(Cc4ccc5c(c4)OCO5)CC3)CC2)cc1 | 6 | -10 | -18 | 4 | 5 | -1 | 106 | 10 | -0.3 | -7 | -6
15 | Cc1ccc(SCC(=O)N(Cc2nc(-c3ccccc3)no2)C(C)C)cc1 | -4 | -5 | 4 | -3 | -13 | -10 | 95 | -3 | -0.2 | -1 | 4
16 | CCc1ccc(C(=O)Cn2ncc(Cl)c(Cl)c2=O)cc1 | 10 | 2 | 3 | -57 | -10 | -14 | 102 | -2 | 0.4 | 8 | -10
17 | O=C(NCCCn1ccnc1)C(=O)NCC1OCCCN1S(=O)(=O)c1ccc(Cl)cc1 (configuration not stated) | 25 | 6 | 3 | 4 | 2 | 11 | . | -3 | -3.2 | 6 | -25
18 | CN(NC(=S)Nc1ccc(OC(F)F)cc1)C(=S)Nc1ccc(OC(F)F)cc1 | -17 | -17 | 6 | -14 | -9 | -11 | 93 | -1 | -3.1 | -8 | 17
19 | O=c1cnn([C@@H]2O[C@H](CO)[C@@H](O)[C@H]2O)c(=O)[nH]1 | 25 | -7 | -9 | 17 | -3 | 216 | 112 | . | 0.7 | -1 | -2
20 | CCSc1ccccc1C(=O)N=C1NC(=O)CC2C(=O)NCCN12 (configuration not stated) | -9 | 8 | -8 | 9 | 1 | 92 | 99 | 0 | -0.4 | 39 | 9
21 | COc1ccc(/C=C(\C)c2nc(C)c(-c3ccccc3)c(=O)[nH]2)cc1 | -17 | 5 | -17 | 3 | -2 | -3 | 94 | -10 | 0.3 | 3 | 17
22 | Cc1cc(Cl)ccc1NC(=O)Cn1cncn1 | 4 | -6 | -12 | 9 | -3 | 4 | 98 | -2 | 0.2 | 5 | -4
23 | Cc1ccc(N(C)S(=O)(=O)c2ccc(-c3cnc(C4CC4)o3)cc2)cc1 | 5 | -3 | -2 | -16 | -9 | 1 | 99 | 1 | -0.7 | 22 | -5
24 | CCC(=O)Nc1cc(NC(=O)CSc2nnc(C(C)C)n2CC)ccc1C | -3 | -2 | -13 | -3 | 2 | 6 | 88 | -1 | 0.3 | 1 | 3

7 of the compounds above, with values ahead of the structure.
item	SR-BI uptake up	PKA-R2B act	PKA-R1A activ	MITF act	dFosB activator	Mot1-301 SUMO	Pemphigus Ab inh	NSD2 inh	CDK5 p35 inh	Arr AP2 block	SR-BI DiI inh	molecule
16	10	2	3	-57	-10	-14	102	-2	0.4	8	-10	CCc1ccc(C(=O)Cn2ncc(Cl)c(Cl)c2=O)cc1
17	25	6	3	4	2	11	.	-3	-3.2	6	-25	O=C(NCCCn1ccnc1)C(=O)NCC1OCCCN1S(=O)(=O)c1ccc(Cl)cc1 (configuration not stated)
18	-17	-17	6	-14	-9	-11	93	-1	-3.1	-8	17	CN(NC(=S)Nc1ccc(OC(F)F)cc1)C(=S)Nc1ccc(OC(F)F)cc1
19	25	-7	-9	17	-3	216	112	.	0.7	-1	-2	O=c1cnn([C@@H]2O[C@H](CO)[C@@H](O)[C@H]2O)c(=O)[nH]1
20	-9	8	-8	9	1	92	99	0	-0.4	39	9	CCSc1ccccc1C(=O)N=C1NC(=O)CC2C(=O)NCCN12 (configuration not stated)
21	-17	5	-17	3	-2	-3	94	-10	0.3	3	17	COc1ccc(/C=C(\C)c2nc(C)c(-c3ccccc3)c(=O)[nH]2)cc1
22	4	-6	-12	9	-3	4	98	-2	0.2	5	-4	Cc1cc(Cl)ccc1NC(=O)Cn1cncn1

Remaining list, next part
# | canonical_smiles | SR-BI uptake up | PKA-R2B act | PKA-R1A activ | MITF act | dFosB activator | Mot1-301 SUMO | Pemphigus Ab inh | NSD2 inh | CDK5 p35 inh | Arr AP2 block | SR-BI DiI inh
25 | CC1CCc2c(sc(NC(=S)NC(=O)c3ccccc3)c2C#N)C1 (configuration not stated) | . | 0 | -5 | 60 | -5 | -13 | 88 | 1 | 0.8 | 5 | .
26 | CCN(C(=O)COC(=O)/C=C/c1ccc2c(c1)OCO2)c1c(N)n(Cc2ccccc2)c(=O)[nH]c1=O | -11 | 0 | -4 | . | 164* | . | 100 | 0 | -0.3 | -5 | 11
27 | COCCNC(=O)CSc1ccccc1C(=O)NC1CCCc2ccccc21 (configuration not stated) | 1 | 4 | -3 | -2 | 1 | 246 | 103 | -1 | 0.1 | 23 | -1
28 | CCOc1nc(-c2ccncc2)nc2ccccc12 | 12 | -3 | -3 | . | -24 | -34 | 84 | 3 | 4.5 | 12 | -12
29 | O=C(NCc1cccs1)C1CC(=O)N(c2ccc(Cl)cc2)C1 (configuration not stated) | -3 | 0 | 5 | 0 | 5 | -5 | 95 | -1 | -2.9 | 4 | 3
30 | COc1cc(-c2csc(N3CCOCC3)n2)cc(OC)c1OC | 2 | 5 | 0 | -4 | 1 | -2 | 117 | 8 | 1.7 | 2 | -2
31 | CC(C)CN(C(=O)COc1ccc(Br)cc1C=O)C1CCS(=O)(=O)C1 (configuration not stated) | -16 | -12 | -1 | 0 | 4 | 8 | 102 | -1 | 0.1 | 1 | 16
32 | O=C(COc1ccc(NC(=O)c2cccs2)cc1)c1ccc(F)cc1 | -22 | 3 | -4 | 8 | -7 | 19 | 93 | 0 | -0.8 | 26 | 22
33 | Cn1c(=O)c(=O)n(C)c2cc(S(=O)(=O)N3CCCCC3)ccc21 | 8 | 4 | 7 | -4 | -1 | 5 | 108 | 17 | -0.9 | 8 | -8
34 | Cc1ccc(S(=O)(=O)N(C)CC(=O)OCC(=O)NC(=O)NC(C)C)cc1 | 11 | -7 | 2 | 6 | -6 | 8 | 82 | . | -0.3 | 4 | -11
35 | NC1=NC2(CCCC2)N=C(Nc2ccccc2)N1 | . | -10 | -16 | -6 | 4 | 722* | 102 | -2 | -0.5 | -4 | .
36 | CC(NC(=O)NC1CCCCC1)C(c1cccs1)N1CCOCC1 (configuration not stated) | 4 | 9 | -1 | . | -5 | 7 | 107 | . | -0.1 | 2 | -4

Next section:
# | canonical_smiles | SR-BI uptake up | PKA-R2B act | PKA-R1A activ | MITF act | dFosB activator | Mot1-301 SUMO | Pemphigus Ab inh | NSD2 inh | CDK5 p35 inh | Arr AP2 block | SR-BI DiI inh
37 | CN(Cc1ccccc1)C(=O)c1nc2ccccn2c1CNCCOc1cccnc1 | . | -8 | -6 | 2 | 1 | 13 | 92 | -2 | 2.1 | 33 | .
38 | OCCNCCNCc1ccccc1OCc1ccccc1 | . | 10 | 10 | -11 | 3 | 3 | 92 | -1 | -3.2 | -22 | .
39 | C=CCn1c(SCc2ccc(F)cc2)nc2c1c(=O)[nH]c(=O)n2C | 3 | -6 | -3 | 6 | -8 | -15 | 99 | . | 2.0 | 7 | -3
40 | CN(Cc1ccccc1)C(=O)c1ccc(NC(=O)Cc2ccc(NC(=O)C3CCN(C(=O)C4CCC4)CC3)cc2)cc1 | -26 | -4 | -11 | -10 | -14 | . | 98 | . | -3.6 | -3 | 26
41 | O=C(Nc1ccc(F)cc1F)c1sccc1SCc1cccc(C(F)(F)F)c1 | -14 | -5 | -13 | 11 | -5 | 7 | 103 | 3 | -0.3 | 4 | 14
42 | Cc1cc(C(=O)Nc2ccc(F)c(Cl)c2)on1 | 6 | -3 | -5 | 1 | -7 | 8 | 94 | -2 | 2.5 | 18 | -6
43 | CC1CCc2sc3c(c2C1)c1ncnn1c(=O)n3CC(=O)c1ccc(Br)cc1 (configuration not stated) | 49 | -7 | 0 | 0 | 0 | -2 | 106 | -1 | -0.5 | 10 | -49
